# Source: PubChem BioAssay (National Center for Advancing Translational Sciences (NCATS))
# DT40 TDP1 CPT: DT40-hTDP1 cell growth loss with CPT. Potency, µM (series often up to 46.2 µM), for inactives: at the highest dose activity change, negative = growth inhibition, usual class: inhibitors. chicken DT40 Tdp1-/-;hTDP1 cells + 20 nM CPT, ATP luminescence, 48 h. 12% of 420,000 active; also: nearly all actives have a fitted effect of over 55% in size
#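 Chicken DT40 Tdp1-/- cells stably complemented with human TDP1 were seeded at 400 cells/well in medium containing 20 nM camptothecin, exposed to pin-transferred compounds, and grown at 37 °C for at least 48 hr. Viability was read as ATP luminescence.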
# KAT2A inh: GCN5L2 (KAT2A) acetyltransferase inhibition. Q92830. GCN5L2 HAT assay, ThioGlo1 CoA-SH fluorescence. Potency, µM (top dose mostly 58.9 µM), inactives show top-dose activity change, negative = inhibition, actives largely listed as inhibitors. 0.21% of 390,000 active. AID 504327
# Target sequence (Q92830 whole entry, looked up): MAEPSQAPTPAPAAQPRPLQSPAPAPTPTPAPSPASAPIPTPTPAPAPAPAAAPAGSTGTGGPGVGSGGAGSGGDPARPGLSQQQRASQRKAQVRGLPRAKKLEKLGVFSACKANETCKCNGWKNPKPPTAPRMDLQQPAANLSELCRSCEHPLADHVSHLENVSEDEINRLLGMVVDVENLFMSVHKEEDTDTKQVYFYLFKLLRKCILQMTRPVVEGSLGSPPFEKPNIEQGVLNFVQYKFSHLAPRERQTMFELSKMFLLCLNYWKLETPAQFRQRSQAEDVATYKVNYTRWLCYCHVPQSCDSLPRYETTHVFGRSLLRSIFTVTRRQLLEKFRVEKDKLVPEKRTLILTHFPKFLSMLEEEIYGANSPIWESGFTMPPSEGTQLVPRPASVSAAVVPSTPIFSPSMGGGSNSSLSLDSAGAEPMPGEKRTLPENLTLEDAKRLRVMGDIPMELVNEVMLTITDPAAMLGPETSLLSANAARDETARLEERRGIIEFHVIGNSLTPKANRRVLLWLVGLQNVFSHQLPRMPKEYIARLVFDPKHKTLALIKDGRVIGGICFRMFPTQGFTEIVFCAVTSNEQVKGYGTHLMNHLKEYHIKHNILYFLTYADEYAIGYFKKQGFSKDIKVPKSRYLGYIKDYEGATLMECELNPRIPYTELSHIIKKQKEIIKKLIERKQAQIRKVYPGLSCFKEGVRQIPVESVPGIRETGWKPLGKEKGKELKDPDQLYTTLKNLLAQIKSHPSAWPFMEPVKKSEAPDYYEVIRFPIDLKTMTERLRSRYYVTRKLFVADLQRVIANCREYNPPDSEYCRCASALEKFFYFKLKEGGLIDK
#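 GCN5L2 (20 nM) in 50mM HEPES pH 7.5, 0.1mM EDTA, 0.01% Tween-20 preincubated 15 min with compounds at room temperature. Reaction started with H3(1-25) 75uM, acetyl-CoA 70uM, ThioGlo1 50uM; CoA-thiol fluorescence (Ex340/Em540) read at 0 and 20 min.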
# DT40 TDP1 no CPT: qHTS for Inhibitors of human tyrosyl-DNA phosphodiesterase 1 (TDP1): qHTS in cells in absence of CPT; DT40 Tdp1-/- hTDP1 cells, no CPT, ATP luminescence, 48 h; Potency, µM (top dose mostly 46.2 µM), for inactives: top-dose activity change, negative = growth inhibition, actives largely listed as inhibitors; 15% of 420,000 active; AID 686978, 2013; also: nearly all actives have a fitted effect of over 55% in size
#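 Compound effects on proliferation are scored in DT40 Tdp1-/-;hTDP1 cells in the absence of CPT. ATP levels (CellTiter-Glo luminescence) are recorded after a ≥48 hr, 37 °C incubation.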
# Starred values were filed as active, the others as inactive; ? = inconclusive; . = not tested or not shown. Calls follow the shape of the dose curve; as a rule, active = well fitted curve in the direction sought with a large enough effect; inconclusive = small, poorly fitted or top-dose-only effect, or another doubt; inactive = no such curve, though single readings can be large; an effect the other way counts as inactive or inconclusive. % is scaled to controls: 0 for no effect and ±100 for the full control effect; potency is read from the fitted curve at half-maximal effect.
No.	SMILES	DT40 TDP1 CPT	KAT2A inh	DT40 TDP1 no CPT
1	Cc1cc(SC(C)C(=O)Nc2c(C)n(C)n(-c3ccccc3)c2=O)nc2ccccc12 (centres undefined)	-5%	-3%	-11%
2	COc1ccc(NC(=O)c2ccco2)cc1NC(=O)c1ccc(OC(C)C)cc1	?	-7%	21µM*
3	CCC(C)(C)n1nnnc1C(c1ccc(C)cc1)N1CCC(C)CC1 (centres undefined)	13µM*	-7%	?
4	Cn1cccc1Cc1nnc(SCC(=O)NC2CCCCC2)n1CCc1ccccc1	?	1%	?
5	CCc1cc2c(CN3CCN(Cc4ccccc4)CC3)cc(=O)oc2cc1O	16µM*	0%	18µM*
6	O=C(COC(=O)c1n[nH]c(=O)c2ccccc12)c1ccccc1	-4%	2%	?
7	O=C(C[n+]1cc(Br)cc2ccccc21)c1ccccc1	18µM*	-7%	18µM*
8	C=CCN1C(=NC(=O)CCC(=O)O)SC2CS(=O)(=O)CC21 (centres undefined)	4%	-1%	-19%
9	Cc1nn2c(=O)cc(CN(C)c3ccccc3)nc2s1	6%	2%	12%
10	CCCC(=O)N/C(N)=N/c1nc(C)c2ccccc2n1	?	-2%	16µM*
11	Cc1ccc(-c2cc(C(=O)Nc3nccs3)c3ccccc3n2)o1	?	?	?
12	CCc1ccc(NC(=O)C2(C)Cc3ccccc3C(=O)O2)cc1 (centres undefined)	-28%	-6%	?
13	O=C1CCN(Cc2nc(-c3ccc(Cl)cc3)no2)CCN1	?	-1%	?
14	CCCCCCCN(CCCCCCC)c1ccc(/C=C/c2ccnc3ccccc23)cc1	-22%	.	-15%
15	Nc1c(NCc2ccccc2)c(=O)c1=O	14%	11%	-9%
16	CCc1ccc(N2CC(C(=O)Nc3ccc(S(=O)(=O)Nc4nccs4)cc3)CC2=O)cc1 (centres undefined)	-16%	-5%	-4%
17	O=C(CSc1nc2ccccc2c(=O)n1CCCO)NC1CC1	-4%	2%	25%
18	O=c1c2cc([N+](=O)[O-])ccc2nc2n1CCC2	5%	-7%	-14%
19	COCC(=O)Nc1cc(C(=O)NC2CCCc3ccccc32)c2c(c1)nc(-c1ccncc1)n2C (centres undefined)	?	.	?
20	Cc1ccc(OCc2nc(-c3ccccn3)no2)c(Br)c1	-28%	-5%	-18%
21	CCn1ccnc1CN(C)C(=O)CC1C(=O)NCCN1Cc1c(F)cccc1Cl (centres undefined)	-8%	-1%	-6%
22	CCOc1ccc(-n2ccn3c(CC(C)CC(=O)O)nnc3c2=O)cc1 (centres undefined)	-1%	0%	8%
23	O=C(Cn1c(=O)c(C(F)(F)F)nc2ccccc21)Nc1cccc(Br)c1	-4%	-3%	-13%
24	COc1ccccc1NC1=C(Cl)C(=O)OC1OC(=O)c1ccco1 (centres undefined)	23µM*	-27%	21µM*
25	COc1ccc(C=NNC(=O)c2ccccc2NS(=O)(=O)c2cccs2)cc1O	-2%	-8%	-5%
26	CC(=O)Nc1ccc(-c2cc(C(=O)O)c3c(-c4ccccc4)[nH]nc3n2)cc1	2%	-1%	-15%
27	CNC(=O)CN(c1ccc(C23CC4CC(CC(C4)C2)C3)cc1)S(C)(=O)=O	?	4%	26µM*
28	Cc1cccc(-c2nc(SCc3ccc(Br)cc3)n3[nH]c(=O)cc3n2)c1	16µM*	-1%	?
29	CN(Cc1ccccc1)C(=O)CCCn1c(=O)c2cccn2c2cccnc21	-28%	0%	-16%
30	Cc1ccc(NC(=O)CSc2cccc[n+]2[O-])c([N+](=O)[O-])c1	6%	1%	7%
31	COc1ccc(NC(=O)CSc2nnc(CC(=O)Nc3ccc(F)cc3)n2C)cc1	6%	4%	2%
32	Cc1c(-c2nc(N)nc(Nc3ccc(F)cc3)n2)oc2ccccc12	?	-6%	?
33	O=C(NCc1ccccc1)c1cc(C2CCCCN2C(=O)CCCc2ccccc2)on1 (centres undefined)	-24%	.	?
34	O=C(Nc1ccccn1)Nc1ccccc1[N+](=O)[O-]	-2%	2%	-3%
35	COc1cccc(/C=C2\SC(=S)N(CCCC(=O)N3CCCCC3CCO)C2=O)c1 (centres undefined)	?	-16%	16µM*
36	CN=C1c2cc3cc(OC)ccc3n2CCN1C	-5%	-14%	-18%
37	Cc1ccc(-c2[nH]ncc2/C=C(\C#N)C(=O)NC2CCCCC2)cc1	?	-1%	21µM*
38	COc1ccc(CCNC(=O)c2ccc(CSc3ccc(Cl)cc3)o2)cc1OC	13µM*	.	13µM*
39	CC(=O)c1c(O)c(C)c(O)c2c1OC1=Cc3c(c(C)nn3C)C(=O)C12C (centres undefined)	16µM*	.	29µM*
40	COc1ccccc1N(CC(=O)NCCc1ccccc1)S(C)(=O)=O	-7%	2%	-13%
41	O=C(NCCCN1CCOCC1)C1CC(=O)N(CCc2ccccc2)C1 (centres undefined)	10%	-12%	12%
42	Cc1ccc(NC(=O)C2CCCN(S(=O)(=O)c3cnc[nH]3)C2)cc1F (centres undefined)	?	-12%	?
43	Cc1cccc(NC2=C(Cl)C(=O)OC2NC(=O)c2ccccc2)c1 (centres undefined)	-16%	-5%	-13%
44	Cc1ccccc1OCc1nc2ccccc2n1Cc1ccccc1Cl	?	-1%	10µM*
45	CC1CN(C(=O)c2ccccc2)c2ccccc2NC1=O (centres undefined)	-5%	2%	3%
46	CC(C)OC(=O)c1nnc(-c2ccccc2)nc1OC(C)C	?	-1%	?
47	CCOC(=O)c1cnc2[nH]c3ccccc3n2c1=O	6%	-5%	-7%
48	Cn1cnnc1Sc1cc(N2CCN(S(=O)(=O)c3ccc(Cl)c(Cl)c3)CC2)ccc1[N+](=O)[O-]	?	3%	15µM*
49	CSc1ccccc1NC(=O)CN1CC(C)OC(C)C1 (centres undefined)	-21%	-10%	13%
50	CC1(C)Cc2c(sc3[nH]c(=O)n(CC(=O)NCC4CCCO4)c(=O)c23)CO1 (centres undefined)	8%	-5%	21%
51	O=C(COC(=O)Cc1cn2ccsc2n1)NCc1ccc2c(c1)OCO2	-2%	-2%	-2%
52	Cc1ccc(/C=N/NC(=O)c2cccnc2)o1	0%	-4%	-16%
53	COCCN1CCn2c(nc3cc([N+](=O)[O-])ccc32)C1	1%	13%	23%
54	CCN(CC)S(=O)(=O)c1cc(NC(=O)CNc2c(C)n(C)n(-c3ccccc3)c2=O)ccc1C	-3%	8%	-2%
55	CCCCN1C(=O)Cc2c1nc(N)c1c(N)nc(N(CCC)CCC)c(C#N)c21	-15%	2%	-9%
56	CCCCn1c(CCl)nc2cc(S(=O)(=O)N3CCOCC3)ccc21	4.6µM*	0%	6.5µM*
57	O=C(NCCCn1ccnc1)c1noc2c1CCCC2	-20%	1%	?
58	CC(=O)Oc1ccc(N2C(=O)[C@@H]3[C@H](C2=O)[C@H]2c4ccccc4C=NN2[C@@H]3C(C)=O)cc1	-3%	-8%	-22%
59	Cc1ccc(N2CC(NC(=O)c3ccc(S(=O)(=O)N4CCOCC4)cc3)CC2=O)cc1C (centres undefined)	?	-13%	?
60	CCC(=O)N1c2ccc(S(=O)(=O)NCc3ccc(F)cc3)cc2CC1C (centres undefined)	15µM*	-3%	12µM*

# Single values from the entries so far.
# `CC(=O)Nc1ccc(-c2cc(C(=O)O)c3c(-c4ccccc4)[nH]nc3n2)cc1` @ KAT2A inh: -1%
# `Cc1ccc(NC(=O)CSc2cccc[n+]2[O-])c([N+](=O)[O-])c1` @ KAT2A inh: 1%
# `O=C(NCCCn1ccnc1)c1noc2c1CCCC2` @ KAT2A inh: 1%
# `CN(Cc1ccccc1)C(=O)CCCn1c(=O)c2cccn2c2cccnc21` @ DT40 TDP1 CPT: -28%

# The main list resumes; the 7 compounds before the break are reprinted first.
No.	SMILES	DT40 TDP1 CPT	KAT2A inh	DT40 TDP1 no CPT
54	CCN(CC)S(=O)(=O)c1cc(NC(=O)CNc2c(C)n(C)n(-c3ccccc3)c2=O)ccc1C	-3%	8%	-2%
55	CCCCN1C(=O)Cc2c1nc(N)c1c(N)nc(N(CCC)CCC)c(C#N)c21	-15%	2%	-9%
56	CCCCn1c(CCl)nc2cc(S(=O)(=O)N3CCOCC3)ccc21	4.6µM*	0%	6.5µM*
57	O=C(NCCCn1ccnc1)c1noc2c1CCCC2	-20%	1%	?
58	CC(=O)Oc1ccc(N2C(=O)[C@@H]3[C@H](C2=O)[C@H]2c4ccccc4C=NN2[C@@H]3C(C)=O)cc1	-3%	-8%	-22%
59	Cc1ccc(N2CC(NC(=O)c3ccc(S(=O)(=O)N4CCOCC4)cc3)CC2=O)cc1C (centres undefined)	?	-13%	?
60	CCC(=O)N1c2ccc(S(=O)(=O)NCc3ccc(F)cc3)cc2CC1C (centres undefined)	15µM*	-3%	12µM*
61	C=CCn1c(O)c(N=NC(=O)CNC(=O)c2ccco2)c2ccccc21	6.5µM*	0%	4.1µM*
62	Cc1ccc(Sc2nnc(Cc3ccccc3)c3ccccc23)cc1	26µM*	-5%	23µM*
63	Cn1cccc1C(=O)NC(=O)CSc1nc2ccccc2s1	?	-20%	-17%
64	Cc1ccc(C(=O)c2cc(C)sc2N)cc1	0%	-4%	-23%
65	COc1cc(C2OC(c3cc(OC)c(OC)c(OC)c3)C(C)C2C)cc(OC)c1OC (centres undefined)	?	7%	18µM*
66	CSc1ccc(C2CC(=O)Nc3nc(SC)[nH]c(=O)c32)cc1 (centres undefined)	?	-9%	-10%
67	Cc1ccc(CNC(=O)Nc2cccs2)cc1	-4%	-7%	-14%
68	CCC(C)(C)n1nnnc1C(c1ccc(O)c(OC)c1)N1CCN(c2nc3ccccc3s2)CC1 (centres undefined)	?	4%	16µM*
69	Cc1ccc(SCc2ccc(C(=O)Nc3ccccc3Br)cc2)cc1	-18%	-11%	?
70	CC(C)CCN1CCN(Cc2cccn2-c2nccs2)CC1CCO (centres undefined)	2%	-5%	8%
71	Cc1cccc(Sc2c([N+](=O)[O-])ncn2C)n1	-5%	-3%	-15%
72	CC(C)C[C@H](NC(=O)OC(C)(C)C)C(=O)N[C@@H](CO)[C@H](O)[C@@H]1C[C@@H]1C(=O)NC1CC1	1%	3%	-16%
73	Cc1cc2nc(-c3ccco3)c(Cc3ccccc3C(F)(F)F)n2c(C)c1Br	?	.	?
74	CCCCOC(=O)c1ccc(NC(=O)c2sc3nc(C)cc(C)c3c2N)cc1	-80%	-1%	?
75	O=C(Nc1ccc2oc(-c3ccccc3)nc2c1)c1ccc2ccccc2c1	?	-2%	-7%
76	Cc1c(C)c2c(OCC(=O)NCC(=O)NCC(=O)O)cc3c(c2oc1=O)CCC(C)(C)O3	?	-15%	?
77	CN(C)Cc1nc2ccccc2c(=O)n1Cc1nc(C(C)(C)C)cs1	?	-1%	?
78	Cc1cn([C@H]2C[C@H](O)[C@@H](/C=C/C(=O)NCc3ccccc3)O2)c(=O)[nH]c1=O	-3%	.	-6%
79	COc1ccc(CCNC(=O)COC(=O)c2ccc([N+](=O)[O-])o2)cc1	-27%	-2%	-20%
80	N#Cc1ccc(C(=O)OCC(=O)NC(=O)NC2CCCCC2)cc1	-8%	-6%	0%
81	COc1ccc(-c2oc3c(c2C(=O)OCCO)C(OCCCO)CCC3)cc1 (centres undefined)	?	.	?
82	Cn1ccsc1=NC(=O)c1ccc([N+](=O)[O-])o1	18µM*	?	?
83	Cc1ccc(S(=O)(=O)Nc2ccccc2CNc2ncc(Br)cc2Br)cc1	?	?	?
84	O=C(CSc1ccsc1[N+](=O)[O-])NCCc1ccc(Cl)cc1	?	-8%	-19%
85	Cc1ccc2[nH]c(=O)c(CN(CCCN3CCOCC3)C(=O)Nc3ccc(Cl)cc3)cc2c1	15µM*	-10%	16µM*
86	CCC1(C)C2(C#N)C(N)=NC(OC)(OC)C12C#N (centres undefined)	6%	3%	6%
87	Oc1ccccc1-c1nc2ccc(Cl)cn2c1Nc1ccc2c(c1)OCCO2	?	-7%	23µM*
88	Cn1c(C(=O)OC(C(=O)NC2CCCC2)c2ccncc2)cc2sccc21 (centres undefined)	-27%	1%	?
89	CCOC(=O)CNc1ccc(OC(F)(F)F)cc1	3%	-6%	-24%

# Reprinted at random: 5 compounds from above, in no set order.
No.	SMILES	DT40 TDP1 CPT	KAT2A inh	DT40 TDP1 no CPT
88	Cn1c(C(=O)OC(C(=O)NC2CCCC2)c2ccncc2)cc2sccc21 (centres undefined)	-27%	1%	?
10	CCCC(=O)N/C(N)=N/c1nc(C)c2ccccc2n1	?	-2%	16µM*
34	O=C(Nc1ccccn1)Nc1ccccc1[N+](=O)[O-]	-2%	2%	-3%
76	Cc1c(C)c2c(OCC(=O)NCC(=O)NCC(=O)O)cc3c(c2oc1=O)CCC(C)(C)O3	?	-15%	?
69	Cc1ccc(SCc2ccc(C(=O)Nc3ccccc3Br)cc2)cc1	-18%	-11%	?

# Some of the compounds tested (hit frequency here may not be typical).
